# GAA spleen mod = inhibits or activates alpha-glucosidase in human spleen homogenate; P10253; Potency, µM (top dose mostly 79.9 µM), for inactives: at the top dose activity change, negative = inhibition, actives largely listed as inhibitors; human spleen homogenate, 4-MU-alpha-glucoside fluorescence; actives 0.006% (n = 240,000);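 further: 0% = enzyme with vehicle and -100% = no enzyme basal signal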
#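 AC50 values come from Hill-equation fits of concentration-response data, normalized to no-enzyme and full-activity controls. Enzyme source: 1 ug human spleen homogenate; 1 mM fluorogenic 4-MU glucoside, pH 5.0 citrate buffer, 37 C, 40 min.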
# GAA inh = blocks human lysosomal alpha-glucosidase; purified human GAA, 4-MU-alpha-glucoside fluorescence; Potency, µM (series often up to 76.9 µM), for the others: top-dose activity change, negative = inhibition, actives largely listed as inhibitors; P10253; actives 0.005% (n = 200,000); AID 1466;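 further: plate controls were uninhibited enzyme wells for no effect and no-enzyme background for full effect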
#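 AC50 values come from Hill fits of compound titrations (up to 77 uM) against 4 nM human enzyme. Substrate 4-methylumbelliferyl-alpha-D-pyranoside at 400 uM, pH 5.0 citrate buffer, 20 min room temperature; fluorescence Ex 365/Em 440 after alkaline stop.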
# Tau fibril FP = tau fibrillization inhibition (FP); P10636; K18 P301L tau heparin fibrillization, Alexa594 FP, 6 h; Potency, µM (top dose mostly 57.7 µM), for the others: at the highest dose activity, negative = inhibition, usual class: inhibitors; actives 0.39% (n = 280,000); AID 1468; further: on the % scale 0 is the no-effect control and ±100 the full control effect; nearly all actives have a fitted effect of over 55% in size
# Target sequence (P10636 561-689 P618L limits assumed): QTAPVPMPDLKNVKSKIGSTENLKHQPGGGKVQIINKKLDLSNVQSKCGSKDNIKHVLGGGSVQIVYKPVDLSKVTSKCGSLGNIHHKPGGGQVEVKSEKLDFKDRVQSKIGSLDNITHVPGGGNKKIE
#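 Recombinant K18 P301L […], labeled with Alexa 594 at 0.24 uM over 15 uM unlabeled; heparin inducer 20 uM final; 37 C, 6 hr; FP endpoint.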
# aGal spleen mod = inhibits or activates alpha-galactosidase in human spleen homogenate | P06280 | human spleen homogenate, 4MU-alpha-Gal fluorescence, 40 min | Potency, µM (titrated, usually from 80 µM), for the others: at the top dose activity change, negative = inhibition, usual class: inhibitors | actives 0.008% (n = 240,000) | AID 2107;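 further: 0% = enzyme with vehicle and -100% = no enzyme basal signal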
# Target sequence (P06280 32-429 limits assumed): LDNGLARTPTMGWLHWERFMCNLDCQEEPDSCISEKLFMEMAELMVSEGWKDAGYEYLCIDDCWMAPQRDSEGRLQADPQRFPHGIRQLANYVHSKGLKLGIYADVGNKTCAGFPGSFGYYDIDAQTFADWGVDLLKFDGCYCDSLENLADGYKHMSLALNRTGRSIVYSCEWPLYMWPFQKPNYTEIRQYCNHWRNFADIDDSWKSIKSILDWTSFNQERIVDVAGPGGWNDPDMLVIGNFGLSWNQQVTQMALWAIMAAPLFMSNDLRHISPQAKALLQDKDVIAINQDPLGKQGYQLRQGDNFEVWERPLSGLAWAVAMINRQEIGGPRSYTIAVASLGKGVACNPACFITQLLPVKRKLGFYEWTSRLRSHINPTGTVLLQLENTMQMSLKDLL
#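 Spleen homogenate 1 ug + cpd (titration) + 4-MU-alpha-D-galactopyranoside 1 mM; 37C 40 min; 50 mM citrate/phosphate pH 5.0, 0.01% Tween-20; stop pH 10; fluorescence 365/440; AC50 via Hill.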
# Tau fibril ThT = inhibitors of human tau fibril formation, thioflavin T binding. P10636. recombinant tau K18 P301L, heparin-induced fibrillization, ThT fluorescence. Potency, µM (series often up to 57.4 µM), inactives show top-dose activity, negative = inhibition, usual class: inhibitors. actives 2.1% (n = 270,000); further: on the % scale 0 is the no-effect control and ±100 the full control effect; nearly all actives have a fitted effect of over 55% in size
#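 Using a mix of unlabeled (15 uM) and Alexa 594-labeled (0.24 uM) tau K18 P301L, heparin-triggered fibrillization over 6 hr at 37 C was scored by ThT fluorescence.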
# GAA glycogen = alters human alpha-glucosidase cleavage of glycogen; P10253; recombinant GAA, glycogen substrate, Amplex Red glucose oxidase fluorescence; Potency, µM (top dose mostly 76.4 µM), for inactives: top-dose activity change, negative = inhibition, most hits filed as inhibitors; actives 0.38% (n = 300,000); AID 2100;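 further: 0% = full enzyme reaction and -100% = no-enzyme basal signal; the screen sought inhibitors and activators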
#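 Natural-substrate format: glycogen cleavage by 4 nM human enzyme, glucose read by Amplex Red coupling (Ex 573, Em 610 nm). Normalized to enzyme and no-enzyme controls.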
# Tau fluor counter = counter-screen for tau fibril formation inhibitors; Potency, µM (series often up to 57.7 µM), without a hit: top-dose activity change, negative = decrease; actives 0.93% (n = 280,000); tau K18 P301L (four-repeat tau fragment) Alexa594 fluorescence, heparin fibrillization; further: on the % scale 0 is the no-effect control and ±100 the full control effect; nearly all actives have a fitted effect of over 55% in size
#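 Human K18 P301L tau (15 uM unlabeled plus 0.24 uM Alexa 594-labeled, final) in 100 mM sodium acetate pH 7 was mixed with compound and 20 uM heparin and incubated 6 hr at 37 C.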
# HTT ATP protect = cytoprotection in Huntington HTT-Q103 PC12 cell model; Potency, µM (titrated, usually from 56.4 µM), inactives show cytoprotection (ATP increase), usual class: activators; PC12 HTT-Q103 induced, cytoprotection, ATP luminescence, 40 h; actives 0.14% (n = 230,000);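 further: % of control where 0% means no effect; nearly all actives have a fitted effect of over 45% in size; toxic huntingtin expression switched on by the ecdysone agonist tebufenozide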
#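 ATP quantification (ATPlite) reports survival of PC12 cells in which tebufenozide, 100 nM final, switches on Htt exon 1 with 103 glutamines linked to GFP; compounds are titrated.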
# An asterisk follows results filed as active; ? = inconclusive; . = not tested or not shown; [ ] = another dose, or the depositor's remark. The call rests on the fitted dose curve; in most records, active means well fitted curve in the direction sought with a large enough effect; inconclusive means small, poorly fitted or top-dose-only effect, or another doubt; inactive means no such curve, though single readings can be large; an effect the other way counts as inactive or inconclusive. Potency means the concentration at half of the fitted maximal effect.
SMILES,GAA spleen mod,GAA inh,Tau fibril FP,aGal spleen mod,Tau fibril ThT,GAA glycogen,Tau fluor counter,HTT ATP protect
CCCCNC(=O)CN1C(=O)NC2(CCCc3ccccc32)C1=O (stereo not drawn),7%,3%,-3%,-1%,-2%,0%,4%,5%
COc1ccc(C2C=C(C)Nc3nc(SC)nn32)cc1 (stereo not drawn),13%,?,1%,?,-12%,11%,-7%,-2%
Cc1cc(NC(=O)CCC(=O)N(c2cccnc2)C(C(=O)NC2CCCC2)c2ccccc2)no1 (stereo not drawn),-5%,3%,2%,5%,2%,1%,1%,-11%
CC1Cc2nc(SCC(N)=O)n(Cc3ccccc3)c(=O)c2S1 (stereo not drawn),1%,.,-5%,2%,-2%,4%,-5%,-4%
CCOCCCNCc1ccc(OCc2ccccc2C)c(OC)c1,-2%,1%,0%,1%,-2%,-2%,2%,-23%
N#Cc1nc(Cc2cccc3ccccc23)oc1NCc1ccco1,2%,-10%,4%,-3%,?,-7%,?,-13%[0.074 µM]
CCOC(=O)c1c(NC(=O)C2c3ccccc3Oc3ccccc32)sc(C)c1C,.,.,-9%,.,-7%,-4%[76.3 µM],-10%,.
COc1ccc(N=C2SC(CC(=O)Nc3ccccc3)C(=O)N2CCN2CCOCC2)cc1 (stereo not drawn),-4%,-12%,2%,1%,-2%,-9%,-17%,-43%[inhibitor]
COc1ccc2c(c1)C(=O)N(c1ccccc1OC)C(=O)C2(C)C,0%,-5%,8%,-1%,1%,13%,2%,-15%
CCN(c1ccccc1)S(=O)(=O)c1ccc(Cl)c(C(=O)NCCc2ccc(OC)cc2)c1,-4%,0%,?,4%,15%,-4%,8%,-11%[0.074 µM]
Cc1cc(NC(=O)NC2CCCN2S(=O)(=O)c2ccc(Cl)cc2)no1 (stereo not drawn),2%,5%,-4%,0%,-6%,7%,-11%,5%[10 µM]
Brc1ccc(-n2cccc2/C=N/n2cnnc2)cc1,-3%,0%,-6%,2%,-13%,11%,-8%,12%
CCCCn1c(NC(=O)c2ccccc2Cl)c(C#N)c2nc3ccccc3nc21,-1%,0%,-11%,-11%,?,-1%,-20%,-62%[inhibitor]
Cc1nc2nc(C)c(CCC(=O)NCCc3ccccc3)c(C)n2n1,.,.,-3%,.,-1%,16%[76.3 µM],-6%,.
CN(Cc1ccccc1)c1ncnc2c1nc1n2CCCC1,.,.,-4%,.,1%,1%[76.3 µM],1%,.
CN1CCC(C(=O)N2CCCC(C(=O)c3ccc4c5c(cccc35)CC4)C2)CC1 (stereo not drawn),-5%,.,-1%,-3%,4%,9%,9%,-3%[10 µM]
Nn1c(Cc2cccc3ccccc23)nnc1SCc1c(Cl)cccc1Cl,-25%,2%,4%,-8%,1%,7%,-2%,-40%[10 µM]
O=C(CSc1n[nH]c(-c2ccc(S(=O)(=O)N3CCCCC3)cc2)n1)Nc1nccs1,-5%,-3%,?,-2%,15%,1%,?,5%
O=C(Cn1c(=O)n(CC2CCCO2)c(=O)c2ccccc21)Nc1ccc(F)cc1F (stereo not drawn),.,.,1%,.,-2%,-8%[76.3 µM],-5%,.
CCOc1ccc(OCCCN(C)C)cc1,5%,-1%,2%,0%,-1%,-2%,-4%,-4%
Oc1ccc(/C=N/NC(=S)Nc2cccnc2)cc1O,-10%,1%,-5%,-6%,?,12%,-29%,.
CC(C)(C)Cc1cc(N)on1,4%,-1%,2%,8%,9%,-3%,9%,-13%[10 µM]
CCN(CCNC(=O)C1CCN(S(=O)(=O)c2cccc3nsnc23)CC1)c1ccccc1,-12%,-15%,7%,-18%,-8%,-3%,-18%,-19%
CN1CCS/C1=C/C=C1\SC(=S)N(CC(=O)O)C1=O,3%,-14%,-6%,2%,16µM*,-2%,-20%,-3%[10 µM]
Cn1cnnc1SCC(=O)Nc1ccc(OC(F)F)cc1,-9%,5%,1%,-12%,1%,0%,6%,3%[10 µM]
COc1ccc(CCn2c(SCCN3CCCCC3)nc3ccccc3c2=O)cc1OC,2%,7%,-5%,0%,-15%,20%,-17%,6%[10 µM]
CCC(=O)Nc1ccc(-n2nnnc2SCC(=O)NNC(=O)c2ccco2)cc1,0%,.,-9%,-3%,.,-3%,19%,-3%[10 µM]
CCN(CC(=O)Nc1ccc(N2CCOCC2)cc1)C(=O)c1ccc(C(F)(F)F)cc1,2%,3%,0%,4%,-11%,-20%,-13%,13%[10 µM]
Cc1cccc(C(=O)NC(CC(=O)O)c2ccc(OC3CCCC3)cc2)c1[N+](=O)[O-] (stereo not drawn),3%,4%,-2%,0%,0%,0%,0%,-17%
Cc1cc(N2CCN(c3ccccc3F)CC2)nc2cc(O)ccc12,3%,?,20%,?,?,-3%,?,-20%
Cc1ccsc1/C=C1\SC(N2CC(C)OC(C)C2)=NC1=O (stereo not drawn),-5%,2%,-4%,-3%,-6%,-3%,-1%,?
COc1ccc(F)cc1C(=O)C1CCCN(C(=O)CCc2ccccn2)C1 (stereo not drawn),4%,-7%,11%,7%,6%,5%,15%,-30%[10 µM]
C/C(=N/NC(=O)CNC(=O)Cc1ccccc1)c1ccco1,1%,2%,0%,2%,-4%,9%,3%,.
C=CCSC(=S)NC1CCS(=O)(=O)C1 (stereo not drawn),1%,0%,-2%,-2%,-8%,9%,1%,27%[10 µM]
Cc1cccc(Cn2c(=O)c3c(nc4n3CCN4Cc3ccco3)n(C)c2=O)c1,-1%,-2%,-7%,7%,-7%,-2%,-18%,5%[10 µM]
COc1ccc(NC(=O)/C(C#N)=C/c2c(C)nn(-c3ccc(F)cc3)c2Cl)cc1OC,0%,-14%,-5%,-3%,11%,-1%,8%,-30%[10 µM]
O=C(NCC1CCCO1)C1CCC(=O)N1CCc1ccccc1 (stereo not drawn),-2%,7%,-7%,-10%,-5%,3%,-3%,-3%
Cc1cccc(NC(=S)NCC2CCCO2)c1 (stereo not drawn),5%,?,6%,8%,-13%,4%,-5%,15%
CC(C)(C)NC(=O)c1cccc(NC(=O)c2ccco2)c1,3%,-4%,-2%,1%,4%,5%,0%,20%[10 µM]
COc1ccc2cc(/C=C3\SC(=S)NC3=O)c(N3CCOCC3)nc2c1,5%,-4%,4%,1%,16µM*,4%,-24%,0%[10 µM]
O=C(Oc1cccccc1=O)c1ccccc1,-1%,-12%[15.4 µM],4%,5%,?,-1%,-8%,-3%[10 µM]
O=C(C1CCC(=O)N1Cc1ccccc1Cl)N1CCN(c2cccc(Cl)c2)CC1 (stereo not drawn),2%,6%,-1%,-9%,-11%,11%,-13%,-15%
CC(=O)c1ccc(Oc2ncnc3sccc23)c(CN2CCOCC2)c1,0%,0%,7%,1%,-8%,-6%,5%,-13%[10 µM]
Cc1ccc(N(CC(=O)NCc2ccco2)S(=O)(=O)c2ccccc2)cc1,-11%,-14%,2%,-16%,8%,-10%,10%,6%
CCCC/C(C)=N/NC(=O)C(=O)NCCc1ccccc1,1%,5%,-4%,-8%,-12%,2%,-8%,-2%
COc1cc2c(cc1OC)C1(O)C(=O)c3ccc(O)c(C(=O)O)c3OC1CO2 (stereo not drawn),-1%,.,-1%,1%,-4%,.,-12%,-7%
O=C(CSc1nnc(NC(=O)C2CC2)s1)Nc1ccc2c(c1)OCCO2,-4%,-10%,2%,-1%,0%,3%,-19%,9%[10 µM]
CN1C(=S)SC(N(O)C(=O)Nc2cccc3ccccc23)C1(C)C (stereo not drawn),7%,0%,-2%,5%,-1%,?,-12%,-12%
CSc1nc2nc(C)c(C/C=C/c3ccccc3)c(=O)n2[nH]1,6%,-2%,-1%,-2%,-4%,4%,1%,0%
O=C(NCCCN1CCCC1=O)c1ccc2c(=O)n(-c3ccc(F)cc3)c(=S)[nH]c2c1,5%,5%,-9%,2%,-2%,-7%,-5%,-1%
O=C(Cc1ncc(C(F)(F)F)cc1Cl)NCCc1ccccn1,3%,-3%,4%,5%,4%,7%,2%,2%[10 µM]
COc1nc(-c2ccccc2)c2c(c1C#N)CC(C)(C)OC2,5%,-6%,-3%,0%,-18%,-14%,-24%,-20%
Cc1ccc(-c2nn3c(C)nnc3c3ccccc23)cc1S(=O)(=O)NCCN1CCOCC1,-8%,0%,-3%,-12%,-7%,-1%,-5%,16%
O=C(C1CCN(S(=O)(=O)c2cccc3nonc23)CC1)N1CCN(c2ccccc2)CC1,.,.,9%,.,-9%,-3%[76.3 µM],-19%,.
CC(C)CC(=O)O/N=C1\C(=O)N(Cc2ccc(Cl)cc2)c2ccc([N+](=O)[O-])cc21,-6%,-4%,1%,-2%,?,-8%,?,-25%

# Rewritten with values under each structure: part of the list above.
# Fields – GAA spleen mod	GAA inh	Tau fibril FP	aGal spleen mod	Tau fibril ThT	GAA glycogen	Tau fluor counter	HTT ATP protect
CC(C)CC(=O)O/N=C1\C(=O)N(Cc2ccc(Cl)cc2)c2ccc([N+](=O)[O-])cc21
→ -6%	-4%	1%	-2%	?	-8%	?	-25%
O=C(CSc1nnc(NC(=O)C2CC2)s1)Nc1ccc2c(c1)OCCO2
→ -4%	-10%	2%	-1%	0%	3%	-19%	9%[10 µM]

# Compounds listed so far containing a nitro group on carbon, in the order listed:
SMILES,GAA spleen mod,GAA inh,Tau fibril FP,aGal spleen mod,Tau fibril ThT,GAA glycogen,Tau fluor counter,HTT ATP protect
Cc1cccc(C(=O)NC(CC(=O)O)c2ccc(OC3CCCC3)cc2)c1[N+](=O)[O-] (stereo not drawn),3%,4%,-2%,0%,0%,0%,0%,-17%
CC(C)CC(=O)O/N=C1\C(=O)N(Cc2ccc(Cl)cc2)c2ccc([N+](=O)[O-])cc21,-6%,-4%,1%,-2%,?,-8%,?,-25%

# Single records, from the list above. Values in the order: GAA spleen mod	GAA inh	Tau fibril FP	aGal spleen mod	Tau fibril ThT	GAA glycogen	Tau fluor counter	HTT ATP protect
# CC(C)CC(=O)O/N=C1\C(=O)N(Cc2ccc(Cl)cc2)c2ccc([N+](=O)[O-])cc21 across the screens: -6%	-4%	1%	-2%	?	-8%	?	-25%
# O=C(NCCCN1CCCC1=O)c1ccc2c(=O)n(-c3ccc(F)cc3)c(=S)[nH]c2c1 across the screens: 5%	5%	-9%	2%	-2%	-7%	-5%	-1%
# COc1cc2c(cc1OC)C1(O)C(=O)c3ccc(O)c(C(=O)O)c3OC1CO2 (stereo not drawn) across the screens: -1%	.	-1%	1%	-4%	.	-12%	-7%

# Bioassay records as filed in PubChem.
